# S aureus QS inh – S. aureus quorum sensing inhibition. S. aureus RN6390 RNAIII-GFP reporter, AIP-induced, flow cytometry 3 h. inhibition, % at 2 µM. 0.3% of 24,000 active;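 active = share of bacteria positive for the green fluorescent reporter and its mean brightness both inhibited by 50% or more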;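 also: 0% = AIP-stimulated control and 100% = unstimulated bacteria without AIP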
# S aureus QS inh GFP MFI % – also measured in S aureus QS inh; calls as there; inhibition, %; measured here: inhibition of GFP MFI
# Active calls of the source: *. An excerpt. The share of hits here may be higher or lower than overall.
molecule	S aureus QS inh	S aureus QS inh GFP MFI %
CCCNC(=O)CC(NS(=O)(=O)c1ccc(Cl)cc1)c1ccco1 (stereo unspecified)	2	20
CCS(=O)(=O)N1CCC(C(=O)NCCCN2CCCCCC2)CC1	-3	-8
CC(C)(C)C1CCc2c(sc(NC(=O)c3cc(C4CC4)on3)c2C#N)C1 (stereo unspecified)	7	14
O=C(c1ccc(CS(=O)(=O)c2cccc(C(F)(F)F)c2)o1)N1CCN(c2ccccn2)CC1	4	12
COc1ccc(C(C(=O)OCCN(C)C)c2ccccc2)cc1 (stereo unspecified)	-1	11
O=C1CCc2cc(S(=O)(=O)NC(Cc3ccccc3)C(=O)NC3CCCC3)ccc2N1 (stereo unspecified)	29	40
COc1ccc(-c2nnn(CCc3nn[nH]n3)n2)cc1OC	-2	-1
COc1cccc(C(=O)N(CN2CCCC2=O)c2cccc(Cl)c2)c1	-2	-10
CC(C)C(C(=O)Nc1ccc2c(c1)OCO2)N1C(=O)c2ccccc2C1=O (stereo unspecified)	-18	-49
COc1nc2ccc(C)cc2cc1-c1noc(-c2cccnc2)n1	5	26
CCCCc1c(O)nc(SCCN(C)C)n(-c2ccccc2)c1=O	0	25
COc1ccccc1S(=O)(=O)Cc1ccc(C(=O)NCc2cccs2)o1	4	20
CC(=O)N1CCc2cc(S(=O)(=O)CCC(=O)Nc3c(C)n(C)n(-c4ccccc4)c3=O)ccc21	3	3
C=CCN(C(=O)CSc1nc2[nH]ncc2c(=O)n1-c1ccccc1OC)c1ccccc1	-14	-38
Cc1cc(OC(=O)N2CCOCC2)cc(C)c1Cl	-4	-67
Cc1ccc(S(=O)(=O)N2CCN(c3nc(C(C)C)c4c(c3C#N)CC(C)(C)OC4)CC2)cc1	1	10
N#Cc1nc(N)nc(N(c2ccccc2)c2ccccc2)n1	2	8
CCCS(=O)(=O)N1CCCC(C(=O)NCc2ccc(C)cc2)C1 (stereo unspecified)	2	9
COc1cccc(NC(=O)CSc2nnnn2C(C)C)c1	0	-8
CC(C)N(CCc1ccncc1)C(=O)Nc1ccc(F)cc1	1	1
O=C(NCN1CCCCC1)c1cnccn1	-1	-6
Cc1cc(=S)[nH]c2ccccc12	3	9
COC(=O)c1ccc2nc(NC(=O)CN3C(=O)CCC3=O)sc2c1	13	27
CC1CN(C(=O)c2cc3c(=O)n4ccccc4nc3s2)CC(C)O1 (stereo unspecified)	1	15
Cc1cccc(-n2ccnc2SCC(=O)Nc2nccs2)c1	0	-12
O=C(Oc1cccc(Br)c1)c1cccnc1	-1	0
O=c1c(F)cn(C2CCCO2)c(=O)n1Cc1c(F)cccc1Cl (stereo unspecified)	-1	-14
CCOC(=O)N1CCN(C(=O)COc2ccc3c(c2)C(=O)CC2(CCN(C(C)=O)CC2)O3)CC1	-2	-19
O=C1NCCCc2c1oc1ccc(O)cc21	-8	-1
O=S(=O)(NCc1ccccc1)c1ccc2c(c1)OCCO2	4	14
COCCn1nnnc1C(c1cc2cc(C)cc(C)c2[nH]c1=O)N1CCN(c2ccccc2F)CC1 (stereo unspecified)	1	9
Cc1ccc(Cn2c(C)nc3c(c2=O)c2nc4ccccc4nc2n3Cc2ccco2)cc1	3	17
Cc1ccccc1-c1nc(CN2CCCC(C(=O)NCCCN3CCOCC3)C2)c(C)o1 (stereo unspecified)	-1	-7
CC(O)CNc1ncnc2nc[nH]c12 (stereo unspecified)	-4	-10
CCOC(=O)Cc1csc(NC(=O)c2cccc(N3C(=O)CCC3=O)c2)n1	5	13
CCOc1ccc(CCN2C(=O)CCC2(C)C(=O)NC(C)CC)cc1OCC (stereo unspecified)	-1	-6
O=C(CSc1nnc(Cn2c(=O)sc3ccccc32)n1-c1ccccc1)NCc1ccco1	0	-7
CCOC(=O)N1CCN(CC(O)COC2CC(C)CC(C)(C)C2)CC1 (stereo unspecified)	5	23
CCOC(=O)c1c(NC(C)=O)sc2c(O)c(CN3CCN(CC)CC3)ccc12	3	20
CCOC(=O)c1[nH]c2c(c1C)C(=O)CC(c1ccco1)C2 (stereo unspecified)	0	4
CCN1CCN(C(=O)c2ccc3c(=O)n(Cc4ccccc4OC)c(=S)[nH]c3c2)CC1	3	-7
O=C(c1ccc(Br)o1)N(Cc1ccccc1)c1ccccn1	0	4
CCOC(=O)c1ccccc1NC(=O)c1cccnc1	0	-12
CCn1cc(S(=O)(=O)CC(=O)Nc2ccc3c(c2)OCCO3)c2ccccc21	31	62
CCC(C)N1CC23C=CC(O2)C(C(=O)OC)C3C1=O (stereo unspecified)	-3	0
CCOc1ccc(-n2c(=O)c3c4c(sc3n(CC(=O)NCc3ccco3)c2=O)CCC4)cc1	0	4
CC12CN3CCN(CC(C3)C1(O)CN1CCCCC1)C2 (stereo unspecified)	0	3
O=C(Nc1cccc2ccccc12)c1cnccn1	0	-2
CCCCn1c(SCC(=O)Nc2ccc(OC)cc2)nc2ccc(N3CCOCC3)cc2c1=O	-3	7
CC1CCN(C(=O)Cn2cc3c(n2)CCCC3)CC1	17	33

# The listing continues.
molecule	S aureus QS inh	S aureus QS inh GFP MFI %
c1ccc2c(c1)CNc1ccccc1C2	-2	-13
CCOc1ccccc1C1CC(=O)Nc2cc3c(cc21)OCO3 (stereo unspecified)	0	10
O=C1NC(=O)C(CC(=O)N(Cc2ccco2)C2(C(=O)NC3CCCCC3)CCCCC2)N1 (stereo unspecified)	10	26
COCCn1nnnc1C(C(C)C)N1CCN(C(=O)c2ccco2)CC1 (stereo unspecified)	2	58
Cn1c(=O)n(CCC(=O)O)c2ccccc21	-1	-4
NC(=O)C1(N2CCCCC2)CCN(C(=O)CCCn2c(=O)[nH]c3ccsc3c2=O)CC1	-2	-6
COc1ccc2c(C(=O)CN(C)C3CCCCC3)c[nH]c2c1	1	9
C=CCn1c(SCC(=O)Nc2cccc(OC)c2)nnc1-c1cccnc1	1	7
Cc1cc(=O)oc2cc(OCC(=O)OCc3nnc(-c4ccccc4)o3)ccc12	-1	6
O=C(CCn1c(=S)[nH]c2cc3c(cc2c1=O)OCO3)N1CCN(c2ccccn2)CC1	1	19
Cc1cc(C)nc(N2CCC(C(=O)NC3CCCCCC3)CC2)n1	1	1
Cc1cc(NC(=O)CCC(=O)N(CC2CCCO2)C(C(=O)NC2CCCC2)c2ccccc2C)no1 (stereo unspecified)	0	4
CCc1cc2c(cc3c(=O)n(CC(=O)N4CCN(c5ccccn5)CC4)nc(CC)n32)s1	7	28
CCOc1cc(C2/C(=C(/O)c3ccc(OC(C)C)cc3)C(=O)C(=O)N2CCCOC)ccc1O (stereo unspecified)	-2	-4
Cc1cc(NC(=O)CC(CN(C)S(=O)(=O)c2ccccc2)c2ccccc2)no1 (stereo unspecified)	0	-3
O=C(OCC#CCSc1nnc(-c2ccncc2)o1)c1cccs1	-3	-12
CCCC(=O)Nc1ccccc1NC(=O)CCC	0	38
Cc1nc2sc(C(c3ccccc3)N3CCN(C(=O)c4ccco4)CC3)c(O)n2n1 (stereo unspecified)	-15	-40
Cc1nc(NC(=O)C2CC3CCCC(C2)C3=O)sc1C (stereo unspecified)	-1	0
Cc1ccc(-c2nn3c(C)nnc3s2)cc1N	0	3
Cc1csc(NC(=O)C2CCCO2)n1 (stereo unspecified)	-1	-26
CC(=O)N1CCc2cc(Br)cc(S(=O)(=O)N3CCCCCC3)c21	-1	-15
COc1ccc(OC)c(N=Cc2c(O)[nH]c3ccccc23)c1	4	11
Cc1ccc(C)c(N2CCN(C(=O)C3CCCN(S(=O)(=O)c4c(C)noc4C)C3)CC2)c1 (stereo unspecified)	-1	4
c1ccc(-c2nc3cnccn3c2Nc2ccc3c(c2)OCCO3)cc1	0	-13

# Quoted at random: two compounds from above.
molecule	S aureus QS inh	S aureus QS inh GFP MFI %
Cc1csc(NC(=O)C2CCCO2)n1 (stereo unspecified)	-1	-26
O=C1NC(=O)C(CC(=O)N(Cc2ccco2)C2(C(=O)NC3CCCCC3)CCCCC2)N1 (stereo unspecified)	10	26

# Further entries follow:
molecule	S aureus QS inh	S aureus QS inh GFP MFI %
CCc1nc(SCC(=O)Nc2ccc(C(=O)O)cc2)n[nH]1	4	14
COc1ccccc1-n1c(CNC(=O)COc2ccccc2)n[nH]c1=S	-1	19
COc1ccc(-c2nc(CSCC(=O)N3CCc4ccccc4C3)c(C)o2)cc1OC	1	1
CCCCN(C)C(=O)c1sc2ncn(CC)c(=O)c2c1C	-3	-9
O=C(OCCCCN1C(=O)c2ccccc2C1=O)c1n[nH]c2ccccc12	2	8
CCN(CC)S(=O)(=O)c1ccc(NC(=O)CN(c2cccc(F)c2)S(C)(=O)=O)cc1	0	-10
COc1ccc(CCNc2oc(COc3ccc(F)cc3)nc2C#N)cc1	4	12
COC(=O)C1=CN(C(C)C)C=C(C(=O)OC)C1c1cc2c(cc1Br)OCO2	2	7
COC(=O)COc1ccc(C(=O)OC)cc1	-2	-10
COc1ccc(OCC(O)COc2ccc(C(=O)O)cc2)cc1 (stereo unspecified)	-5	-16
COC(=O)c1ccccc1NC(=O)Cn1cc(Br)cn1	-3	-16
O=c1cc(N2CCC3(CC2)OCCO3)[nH]c(=O)n1-c1ccc(Br)cc1	16	26
CCN(CC)CCn1c2ccccc2c2nc(C)sc21	-1	-4
Cc1ccc(N2C(=O)c3oc4ccccc4c(=O)c3C2c2cccc(O)c2)nc1 (stereo unspecified)	3	10
COc1ccc(Nc2nnc(Cc3ccc(Cl)cc3)c(=O)[nH]2)c(OC)c1	1	6
CCS(=O)(=O)N1CCC(C(=O)NCCCN2CCC(Cc3ccccc3)CC2)CC1	-3	-16
c1ccc(N2CCN(c3nnc(Cc4cccnc4)c4ccccc34)CC2)nc1	2	16
c1ccc2c(c1)nc(Nc1ccc3c(c1)OCO3)c1nnnn12	10	16
O=S(=O)(Cc1ccc(Cl)cc1)Nc1ccc2c(c1)OCO2	-1	1
Cc1onc(-c2ccccc2Cl)c1C(=O)NCc1cccs1	-2	-14
COc1ccc(-c2nn(C)c3sc(C(=O)NCc4ccco4)cc23)cc1OC	-3	-1
O=C(NCc1cccs1)C1CCCN(S(=O)(=O)c2cccs2)C1 (stereo unspecified)	-4	-7
O=C1c2ccccc2S(=O)(=O)N1CC(O)Cn1c2ccccc2c2ccccc21 (stereo unspecified)	15	32
FC(F)(F)c1ccc2c(c1)nc1n2CCCC1	-1	-2
CCc1nc2ccccc2c(=O)n1CCCCn1c(CC)nc2ccccc2c1=O	0	2

# A draw from above in order of length of the SMILES, highest first.
molecule	S aureus QS inh	S aureus QS inh GFP MFI %
Cc1ccc(C)c(N2CCN(C(=O)C3CCCN(S(=O)(=O)c4c(C)noc4C)C3)CC2)c1 (stereo unspecified)	-1	4
CCN(CC)S(=O)(=O)c1ccc(NC(=O)CN(c2cccc(F)c2)S(C)(=O)=O)cc1	0	-10
COC(=O)C1=CN(C(C)C)C=C(C(=O)OC)C1c1cc2c(cc1Br)OCO2	2	7
Cc1ccc(N2C(=O)c3oc4ccccc4c(=O)c3C2c2cccc(O)c2)nc1 (stereo unspecified)	3	10
O=c1cc(N2CCC3(CC2)OCCO3)[nH]c(=O)n1-c1ccc(Br)cc1	16	26
COc1ccc(Nc2nnc(Cc3ccc(Cl)cc3)c(=O)[nH]2)c(OC)c1	1	6
COc1ccc(-c2nn(C)c3sc(C(=O)NCc4ccco4)cc23)cc1OC	-3	-1
c1ccc(N2CCN(c3nnc(Cc4cccnc4)c4ccccc34)CC2)nc1	2	16
CCc1nc2ccccc2c(=O)n1CCCCn1c(CC)nc2ccccc2c1=O	0	2
COc1ccccc1-n1c(CNC(=O)COc2ccccc2)n[nH]c1=S	-1	19
c1ccc(-c2nc3cnccn3c2Nc2ccc3c(c2)OCCO3)cc1	0	-13
O=C(NCc1cccs1)C1CCCN(S(=O)(=O)c2cccs2)C1 (stereo unspecified)	-4	-7
c1ccc2c(c1)nc(Nc1ccc3c(c1)OCO3)c1nnnn12	10	16
CCc1nc(SCC(=O)Nc2ccc(C(=O)O)cc2)n[nH]1	4	14
COc1ccc(OCC(O)COc2ccc(C(=O)O)cc2)cc1 (stereo unspecified)	-5	-16
CCCCN(C)C(=O)c1sc2ncn(CC)c(=O)c2c1C	-3	-9
COC(=O)c1ccccc1NC(=O)Cn1cc(Br)cn1	-3	-16
CCN(CC)CCn1c2ccccc2c2nc(C)sc21	-1	-4
FC(F)(F)c1ccc2c(c1)nc1n2CCCC1	-1	-2
COC(=O)COc1ccc(C(=O)OC)cc1	-2	-10
